# All columns: NCI-60 one-dose screen, growth in % after 48 h at 10 µM unless noted; 100 = growth as untreated, 0 = no growth, -100 = all killed.
# CCRF-CEM – CCRF-CEM leukemia. 77,000 compounds, 7% hits. AID 1794778
# MDA-MB-468 – MDA-MB-468 breast cancer | 78,000 compounds, 8.5% hits
# SR – SR leukemia cells. 73,000 compounds, 8.7% hits. AID 1794780
# MDA-MB-435 – MDA-MB-435 melanoma; 82,000 compounds, 7.8% hits
# MOLT-4 – MOLT-4 leukemia cells. 80,000 compounds, 6.9% hits
# MDA-MB-231 – MDA-MB-231 breast cancer. 81,000 compounds, 5% hits. AID 1794789
# K-562 – K-562 leukemia; 78,000 compounds, 7.4% hits; AID 1794777
# RPMI-8226 – RPMI-8226 leukemia cells. 77,000 compounds, 7.5% hits
# Starred values were filed as active, the others as inactive; . = no result given; [ ] = dose if it differs, or a comment. The calls were made as follows: active = growth percent below 10; inactive = the rest.
SMILES,CCRF-CEM,MDA-MB-468,SR,MDA-MB-435,MOLT-4,MDA-MB-231,K-562,RPMI-8226
Cc1nc(O)cc(=O)[nH]1,106,113,114,126,103,124,112,114
C#CCSc1nc2sc3c(c2c(=O)n1N)CCN(C(=O)OCC)C3,97,91,90,112,95,101,100,99
CC1(C)NC2=C(C(Nc3cccnc3)N1)C(c1ccc(F)cc1)C(C(=O)c1ccc(N=[N+]=[N-])cc1)O2 (configuration not stated),101,116,108,102,104,101,102,113
Cc1cc(C)c(N2C(=O)CC(Nc3ccc(Cl)cc3Cl)C2=O)c(C)c1 (configuration not stated),105,96,98,102,103,102,102,100
O=C(O)c1ccccc1Nc1cccc(Cl)c1,102,110,92,107,101,110,83,105
CSc1ccc2c(c1)N(C(=O)/C(C#N)=C/c1ccc(C)cc1)c1ccccc1S2,95,77,114,97,84,89,89,99
CSc1nccc(C2=CNN=C(N)S2)n1,94,.,.,113,.,98,81,.
C(=N\N=C1c2ccccc2-c2ccccc21)/c1ccc2c(c1)OCO2,96,96,93,92,90,85,89,90
O=C1Nc2c(ccc(Cl)c2Cl)/C1=C/c1ccccn1,23,51,.,77,.,85,.,107
COc1ccc(-c2nn(-c3cccc(Cl)c3)cc2-c2c(C#N)c(=O)n3[nH]c(-c4ccc(C)o4)nc3c2C#N)cc1,37,18,28,36,23,42,32,.
CCN1C(=O)N(CC)C2C1NN=c1s/c(=C\c3cnc(C)n3C)c(=O)n12 (configuration not stated),9.0*,-12*,25,-69*,35,44,15,20
Cc1ccc(-n2nc(C(=O)O)c(N3CCCC3)n2)cc1,102,92,110,98,104,100,105,99
CCO/C=N/C1=C(C#N)C(c2ccc(OC)cc2)c2c(c3ccccc3n(C)c2=O)O1 (configuration not stated),100,105,.,107,103,101,102,102
CCN1C(=O)N(CC)C2C1NN=C1SCC(=O)N12 (configuration not stated),40,18,96,99,57,59,48,81
CC1=COC(C)(C2NC(C)(C)CC(C)O2)CC1 (configuration not stated),95,109,98,103,79,113,.,103
N#Cc1c(-c2ccccc2)nc(SCC(=O)NNc2ncnc3ccccc23)[nH]c1=O,99,105,101,108,100,98,101,98
Cc1[nH]c(C2CC(c3ccc(C(F)(F)F)c(F)c3)=NN2c2ccc(Cl)cc2)c(C)c1C(=O)O (configuration not stated),81,105,83,93,64,95,73,76
CCOc1ccc(/C=C/C=N/NC(N)=S)cc1,63,80,70,89,36,67,56,40
NC(=O)N/N=C/C=C/c1ccccc1,108,113,106,99,111,109,102,107
O=CN1N=C(c2cccc(Nc3ccncc3)c2)CC1c1ccc(F)cc1 (configuration not stated),88,98,85,104,83,94,68,87
CC(C)(C)C(=O)C[n+]1cccc2c3ccccc3ccc21,84,29,92,107,82,79,42,58
Cc1cc(SCc2ccccc2)nc(N)n1,88,110,106,99,99,107,105,105
Oc1ccc(N=Nc2ccccn2)c(O)c1,4.0*,-2.8*,11,33,4.3*,36,.,21
CC(=O)OC(C)COc1ccc(-c2ccccc2)cc1 (configuration not stated),100,98,97,99,100,103,98,.

# Retrieved one by one from the list above (7):
SMILES,CCRF-CEM,MDA-MB-468,SR,MDA-MB-435,MOLT-4,MDA-MB-231,K-562,RPMI-8226
O=CN1N=C(c2cccc(Nc3ccncc3)c2)CC1c1ccc(F)cc1 (configuration not stated),88,98,85,104,83,94,68,87
N#Cc1c(-c2ccccc2)nc(SCC(=O)NNc2ncnc3ccccc23)[nH]c1=O,99,105,101,108,100,98,101,98
Oc1ccc(N=Nc2ccccn2)c(O)c1,4.0*,-2.8*,11,33,4.3*,36,.,21
CCN1C(=O)N(CC)C2C1NN=C1SCC(=O)N12 (configuration not stated),40,18,96,99,57,59,48,81
CC1=COC(C)(C2NC(C)(C)CC(C)O2)CC1 (configuration not stated),95,109,98,103,79,113,.,103
CCOc1ccc(/C=C/C=N/NC(N)=S)cc1,63,80,70,89,36,67,56,40
CC(C)(C)C(=O)C[n+]1cccc2c3ccccc3ccc21,84,29,92,107,82,79,42,58

# A draw from above in order of SMILES length, low to high.
SMILES,CCRF-CEM,MDA-MB-468,SR,MDA-MB-435,MOLT-4,MDA-MB-231,K-562,RPMI-8226
CC(=O)OC(C)COc1ccc(-c2ccccc2)cc1 (configuration not stated),100,98,97,99,100,103,98,.
CC(C)(C)C(=O)C[n+]1cccc2c3ccccc3ccc21,84,29,92,107,82,79,42,58
Cc1[nH]c(C2CC(c3ccc(C(F)(F)F)c(F)c3)=NN2c2ccc(Cl)cc2)c(C)c1C(=O)O (configuration not stated),81,105,83,93,64,95,73,76

# Next compounds
SMILES,CCRF-CEM,MDA-MB-468,SR,MDA-MB-435,MOLT-4,MDA-MB-231,K-562,RPMI-8226
S=C(Nc1ccc(Cl)cc1)c1ccccn1,99,99,102,106,101,93,90,97
Cc1ccccc1NCc1ccccc1,100,101,107,104,116,111,104,109
CO[C@H]1O[C@@H]2COC(=O)CCc3ccccc3C(=O)[C@H]2CC1(OC)OC,90,103,111,106,102,105,98,102
CN(C)CCCn1c2c(c3cc(-c4ccco4)ccc3c1=O)C(=O)c1ccccc1-2,36,40,-40*,67,11,53,-75*,46
O=C(Nc1ccc(F)cc1)NC1CCCCC1,115,93,94,104,89,105,88,111
COc1ccc(C(=O)C2CC2c2ccc(Cl)cc2)cc1 (configuration not stated),9.9*,98,78,96,41,86,76,38
CN[C@]1(c2ccccc2Cl)CCCC[C@H]1NCCCc1ccc(F)cc1,106,83,85,93,89,98,84,97
CC(C)(C)N(Cc1ccccc1)Cc1ccccc1,104,118,93,105,101,120,93,107
Cn1cccc([N+](=O)[O-])c1=O,96,102,96,105,96,111,102,99
CC(C)=C1N=C(c2ccccc2)OC1=O,103,100,100,105,102,96,104,90
CC[C@H](C)[C@H](NC(=O)[C@H](CCCCN)NC(=O)[C@H](CCCCN)NC(=O)[C@@H](NC(=O)[C@@H](NC(=O)[C@@H](N)Cc1cnc[nH]1)[C@@H](C)CC)[C@@H](C)CC)C(=O)N[C@@H](CCCNC(=N)N)C(=O)N[C@H](C(=O)N[C@@H](Cc1c[nH]c2ccccc12)C(=O)N[C@@H](Cc1ccc(O)cc1)C(=O)N[C@@H](CCCNC(=N)N)C(=O)N[C@@H](CCCCN)C(=O)N[C@@H](C)C(=O)N[C@@H](Cc1c[nH]c2ccccc12)C(=O)N[C@@H](Cc1cnc[nH]1)C(=O)N[C@H](C(=O)N[C@@H](CC(C)C)C(=O)NCC(=O)N[C@@H](CCCCN)C(=O)N[C@H](C(N)=O)C(C)C)C(C)C)[C@@H](C)O,76,59,72,24,57,11,68,56
COC(=O)/C(CCC=C(C)C)=C1\[C@@H](OC(C)=O)C[C@@]2(C)[C@H]1C[C@@H](O)[C@H]1[C@@]3(C)CC[C@H](N4CCOC4)[C@@H](C)[C@@H]3CC[C@@]12C,91,94,81,104,83,100,81,79
N#Cc1cnc2c(C#N)c(Nc3ccccc3)nn2c1-c1ccc(Br)cc1,96,92,93,96,104,92,107,98
CC(C)CC(NC(=O)CI)C(=O)O (configuration not stated),93,104,97,107,97,116,91,109
CC(=C(c1ccc(OCCCN(C)C)cc1)c1ccc(OCCCN(C)C)cc1)c1ccc(Cl)cc1,67,80,22,89,65,95,-13*,79
CC(Cc1ccccc1)NNC(=O)CC#N (configuration not stated),96,101,95,104,103,101,78,.
O=[N+]([O-])c1ccc(N/N=C/c2cccc3ccccc23)nc1,15,77,79,118,57,101,85,.
Cc1cn2c(/C=C/C(=O)c3c(F)cccc3F)c(-c3ccc(Cl)cc3)nc2s1,88,90,.,98,78,75,76,69
CCCCCCCCCCC(=O)CCCCCCCCCC,90,107,.,106,92,119,103,99
CCCCc1ccc(NC(=O)N(CCCl)N=O)cc1,88,91,31,92,99,107,88,99
O=C(Nc1nc2ccccc2s1)Nc1ccccc1Cl,98,97,111,100,107,52,86,92
CCOC(=O)C1=C(C)n2nc(CC#N)c(C#N)c2NC1c1ccc(Cl)cc1 (configuration not stated),96,117,101,100,104,89,115,101
CCOC(=O)C1=C(COCCN)NC(C)=C(C(=O)OC)C1c1ccccc1Cl (configuration not stated),66,17,.,69,67,17,59,46
Nc1cccc(/C=C\C(=O)O)c1,.,98,.,123,.,107,.,120
Cc1ccc2c(n1)C(=O)C(Cl)=C(Nc1cccc(C)c1C)C2=O,2.4*,-63*,6.7*,-87*,-10*,-1.1*,-2.4*,-13*
CC(C)(C)c1ccc(C(=O)Nc2c3c(nn2-c2cccc(Cl)c2)CSC3)cc1,89,116,82,104,81,96,82,76
O=C(O)/C=C/c1cc2c(cc1[N+](=O)[O-])OCO2,.,104,96,102,100,123,98,95
NS(=O)(=O)c1ccc(CCn2c(=S)[nH]c3ccccc3c2=O)cc1,61,48,83,110,93,95,.,23
CCCCC1COc2cccc3c(SCC(=O)N(C)c4ccc(C(F)(F)F)cc4)cc[n+]1c23 (configuration not stated),100,115,89,104,108,104,94,.
CCOc1ccc(-c2nnc(-c3cc(OC)c(OC)c(OC)c3)n2-c2ccc(OC)cc2)cc1,59,91,42,97,54,98,95,92
OCCNCCCNc1ccnc2cc(Cl)ccc12,106,116,68,109,95,105,92,105
COc1cc2nc(SCC(=O)NNC(=S)NC(=O)c3ccccc3)n(-c3ccc(Cl)cc3)c(=O)c2cc1OC,43,62,68,78,65,74,52,72
O=C1[C@@H](OS(=O)(=O)CC(F)(F)F)[C@H](c2ccc(F)cn2)N1c1cc2c3ccccc3ccc2c2ccccc12,9.1*,89,4.5*,31,0.1*,71,44,25
O=C(Nc1nc(-c2ccc(Cl)cc2)nc2c1sc(=S)n2-c1ccccc1)C(F)(F)F,72,70,20,51,83,38,57,51
Fc1ccc(Cn2cc(CSc3nc4ccccc4o3)nn2)cc1,100,109,103,102,93,97,95,105
O=S(=O)(N1CCCCC1)n1nnc2cc3ccccc3cc21,93,102,86,105,87,94,84,95
CC(C)(C)C(=O)Nc1cccc(NC(=O)c2ccccn2)c1,97,102,99,97,101,100,104,104
CCCc1ccc(C2=NN(c3ccc(S(N)(=O)=O)cc3)C(=O)CC2)cc1,61,71,73,79,90,65,75,72
CCn1c(Sc2nnc(NC(=O)CCSC(=S)N3CCCCC3)s2)nc2c1c(=O)n(C)c(=O)n2C,64,58,59,97,95,93,57,70
CC(=O)Nc1nonc1-c1nc2ccccc2n1Cc1ccc(C(C)(C)C)cc1,78,87,.,86,52,93,30,58
N#CC(C#N)=Cc1cc2ccccc2n2nnnc12,59,105,28,104,79,86,73,88
C=C(C)[C@@H]1C/C=C(\COC(=O)[C@H](OC(C)=O)C(NC(=O)c2ccccc2)c2ccccc2)CC[C@H]2O[C@]2(C)CC/C=C(\C)CC1 (some centres not stated),-89*[5 µM],.,3.1*[5 µM],67[5 µM],18[5 µM],65[5 µM],15[5 µM],-6.6*[5 µM]
CCCCCCCCCCCCCCNc1nc(C=O)ncc1-c1ccc(C(F)(F)F)cc1,57,100,15,92,56,119,83,93
Oc1c(Cl)cc(Cl)cc1C(c1cc(Cl)cc(Cl)c1O)C(Cl)(Cl)Cl,8.7*,-31*,9.7*,.,3.9*,-25*,9.0*,-9.9*
Cc1ccc(C2=NN3C(C2)c2cc(Br)ccc2OC32CCN(Cc3ccccc3)CC2)o1 (configuration not stated),80,105,90,94,80,92,85,81
O=C(NCCCNC(=O)OCc1ccc2c(Br)cc(Br)c(O)c2n1)OCc1ccc2c(Br)cc(Br)c(O)c2n1,4.2*,-72*,6.0*,-71*,1.0*,-69*,3.3*,-27*
CCCSc1nc(-c2ccc(OCc3ccccc3)cc2)c(C#N)c(=O)[nH]1,77,67,118,82,91,96,69,61
O=C1N[C@@H]2[C@@H](O)[C@@H](O)[C@H](O)C[C@H]2c2cc3c(c(O)c21)OCCO3,-6.1*,-27*,-2.4*,1.4*,-0.8*,-24*,1.6*,-28*
Nc1cccc2c1CN(C1CCC(=O)NC1=O)C2=O (configuration not stated),99,84,72,101,95,107,132,109
COc1cc(Nc2nc(C3CC3)cs2)cc(OC)c1OC,89,108,79,101,93,86,.,89
COc1ccccc1N1CCN(C2=C(Cl)C(=O)c3ncccc3C2=O)CC1,11,-55*,12,58,38,86,9.0*,79
CCOC(=O)c1[nH]c(C)c(/C=N/NC(N)=O)c1C,104,.,107,114,107,110,114,106
O=C1CC(c2ccc(C(F)(F)F)cc2)c2cnn(Cc3ccc4c(c3)OCO4)c2N1 (configuration not stated),81,79,82,96,79,68,82,76
COc1ccc(NC(=O)c2sc3c(=O)[nH]cnc3c2C)cc1,106,.,.,112,.,116,.,97
Cc1nc(-c2ccc(Cl)cc2)ccc1-c1nnc(SCC(=O)c2ccc(Cl)cc2)o1,101,94,88,108,93,85,93,96
COc1ccc(C(=O)C[n+]2ccccc2)c(OC)c1,103,101,98,100,107,107,98,105
COc1ccc(O)c(/C=C(/C)c2ccc3cc(OC)ccc3[o+]2)c1,.,108,.,85,.,100,.,119
COc1ccc2c(c1)O/C(=C\c1ccccc1OC)C2=O,112,76,60,72,99,108,86,107
C#CC(C)(O)C(C)(C)C (configuration not stated),93,115,109,115,102,131,102,100
COc1cccc(Cn2cc3c(c2)-c2onc(CN4CCCC4)c2CC3)c1,100,96,97,106,101,101,84,105
# The list goes on.
SMILES,CCRF-CEM,MDA-MB-468,SR,MDA-MB-435,MOLT-4,MDA-MB-231,K-562,RPMI-8226
Nc1ccc(-c2nc3nc(N)nc(N)c3nc2-c2ccc(N)cc2)cc1,.,67,.,103,96,112,98,.
COc1ccc(C2=NOC3C(O)[C@@H]4OCC(O4)[C@H]23)cc1 (some centres not stated),88,109,103,109,101,84,101,98
Cc1cc(C)c2c(N)c(C(=O)c3ccc4ccccc4c3)sc2n1,86,101,.,107,86,97,91,.
CCN1C(=O)CSC1=Nc1ccc(Cl)c(Cl)c1,98,88,106,104,101,92,95,91
COC(=O)C[C@](O)(CCC(C)C)C(=O)O[C@@H]1C(OC)=C[C@]23CCC(=O)N2CCc2cc4c(cc2[C@H]13)OCO4,104,107,93,113,101,115,106,106

# Screening results as filed in PubChem BioAssay.
